# Tb MetRS inh = Trypanosoma brucei MetRS inhibition. purified T. brucei MetRS, ATP depletion, Kinase-Glo luminescence. inhibition, % at 11.9 µM. 360,000 compounds, 0.4% hits. AID 624268;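 active = inhibition above a per-plate cutoff of the control wells' mean inhibition plus 3 SD, cut at about 5.5% in these data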;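 note: 0% = DMSO wells median and 100% = median of wells with control inhibitor compound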
#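 Material: T. brucei methionyl-tRNA synthetase, purified; reagent: substrates ATP, L-methionine and bulk Escherichia coli tRNA; dosing: 11.9 µM single point; timing: 15 min plus 2 h at 25 °C; detection: luminescence of leftover ATP; evaluation: % inhibition; control set: DMSO-only wells as low control; replicates: singlicate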
# DNMT1 block = DNMT1 (human) enzyme inhibition; P26358; DNMT1 molecular beacon, Hinp1I cleavage, fluorescence; inhibition (reported as % activation of signal), % at 10 µM; 360,000 compounds, 0.83% hits; AID 588458; in the data active = inhibition above about 50%
# LMPTP inh = LMPTP (human) inhibition | P24666 | recombinant LMPTP-A, OMFP fluorogenic substrate, fluorescence intensity | inhibition, % at 20 µM | 360,000 compounds, 0.22% hits | AID 651560;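 active = compounds that cut the enzyme signal by at least half of the control window in the single-dose screen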;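 note: plate controls were DMSO wells with enzyme plus substrate for no effect and substrate without enzyme for full effect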
# Target sequence (P24666 whole entry, looked up): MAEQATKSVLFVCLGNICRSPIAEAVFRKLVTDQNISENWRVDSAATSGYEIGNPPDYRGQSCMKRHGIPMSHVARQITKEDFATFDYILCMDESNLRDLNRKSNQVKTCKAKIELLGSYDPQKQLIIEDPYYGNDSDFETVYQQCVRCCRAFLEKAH
#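 Test system: LMPTP-A phosphatase enzyme; input: 0.625 nM LMPTP-A final; reagent: OMFP substrate, 400 µM final; compound dosing: 20 µM single dose, 3% DMSO; incubation: 50 min dark incubation at room temperature; measured by: endpoint fluorescence intensity from OMFP dephosphorylation; measure: % inhibition relative to no-enzyme and uninhibited control wells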
# Rpn11 block = Rpn11 (human) deubiquitinase inhibition; O00487; human 26S proteasome, Ub4-pepOG fluorescence polarization; 20S core pre-blocked with epoxomicin; calls only at 20 µM; 360,000 compounds, 0.59% hits; AID 588493;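 active = inhibition at 20 µM, scaled to each plate's controls, above about 33%, limit read from the data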
# CSN deneddyl inh = CSN deneddylation inhibition | Purified CSN, SCF-Nedd8-OG deneddylation, fluorescence polarization | inhibition, % at 12.5 µM | Q92905 | 360,000 compounds, 0.38% hits | AID 651999;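 active = pattern-corrected inhibition above about 35%, with an unprinted fluorescence ratio check between 0.5 and 1.5, limit read from the data, passing the limit was not always enough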;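 note: 0% = enzyme with substrate and 100% = substrate without enzyme; some results filed as inactive read as strong as hits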
#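 Assay system: Purified human Csn5 enzyme expressed in HEK293T cells | Amount: Enzyme 0.24 nM | Measured by: Fluorescence polarization readout | Medium: Tris/NaCl/DTT buffer, pH 7.5 | Compound dosing: One concentration, 12.5 µM, 0.25% DMSO | Times: 90 min incubation of compound, enzyme and substrate at room temperature | Control set: no-enzyme wells high, enzyme-with-substrate wells low | Read-out: % inhibition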
# MsrA inh = inhibitors of bovine MsrA; purified bovine MsrA, absorbance read-out; inhibition, % at 15.5 µM; 360,000 compounds, 0.75% hits; AID 651718; in the data active = inhibition above about 4.5%;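 note: 0% = vehicle wells with enzyme and 100% = reference inhibitor wells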
# SUMO1 PPI mod = alters human SUMO1 binding to SIM partners; AID 602429; P63165; 360,000 compounds, 0.33% hits; SUMO1 binding to a labelled peptide, TR-FRET, 1 h; inhibition, % at 20 µM; in the data active = inhibition above about 37%
# Target sequence (P63165 whole entry, looked up): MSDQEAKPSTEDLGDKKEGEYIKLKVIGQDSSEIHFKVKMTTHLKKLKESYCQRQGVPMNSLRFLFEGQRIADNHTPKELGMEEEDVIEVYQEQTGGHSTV
# STEP block = inhibitors of human striatal-enriched phosphatase STEP. 360,000 compounds, 0.25% hits. recombinant STEP, OMFP fluorogenic substrate, fluorescence. inhibition, % at 20 µM;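 active = inhibition at 20 µM, scaled per plate between control wells, above about 37%, limit read from the data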;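 note: 0% = DMSO with enzyme and substrate and 100% = substrate only without enzyme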
# Target sequence (P54829 whole entry, looked up): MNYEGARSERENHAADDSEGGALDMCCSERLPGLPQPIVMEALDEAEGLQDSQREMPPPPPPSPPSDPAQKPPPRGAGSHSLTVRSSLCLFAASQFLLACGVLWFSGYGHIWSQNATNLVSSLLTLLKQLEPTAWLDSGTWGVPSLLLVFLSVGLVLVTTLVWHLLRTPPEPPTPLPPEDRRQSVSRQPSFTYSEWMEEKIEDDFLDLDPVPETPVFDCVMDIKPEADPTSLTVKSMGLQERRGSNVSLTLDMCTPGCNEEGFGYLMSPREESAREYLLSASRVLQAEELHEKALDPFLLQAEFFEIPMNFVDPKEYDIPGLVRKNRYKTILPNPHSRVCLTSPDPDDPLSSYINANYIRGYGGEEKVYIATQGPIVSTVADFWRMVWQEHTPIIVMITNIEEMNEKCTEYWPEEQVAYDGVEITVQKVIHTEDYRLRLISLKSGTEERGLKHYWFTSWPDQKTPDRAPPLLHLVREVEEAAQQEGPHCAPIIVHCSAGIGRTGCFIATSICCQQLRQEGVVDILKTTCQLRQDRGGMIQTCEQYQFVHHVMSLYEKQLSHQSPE
#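 Test system: STEP tyrosine phosphatase / Reagent: OMFP at 25 µM / Doses: 20 µM, 1% DMSO / Read-out: percent inhibition scaled to no-enzyme and uninhibited-enzyme controls, plate-pattern corrected / Detection: FITC-channel fluorescence of OMFP product / Medium: Bis-Tris buffer pH 6.0, 2.5 mM DTT, 0.005% Tween 20 / Schedule: 20 min at room temperature, dark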
# Scp1 inh = Scp-1 (human) phosphatase inhibition | Q9GZU7 | Recombinant Scp1, phosphopeptide, malachite green phosphate absorbance | inhibition, % at 20 µM | 340,000 compounds, 0.88% hits;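 active = inhibition above about 50% at 20 µM, limit read from the data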;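 note: plate controls were DMSO wells with enzyme for no effect and wells lacking enzyme for full effect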
# Target sequence (Q9GZU7 76-261 limits assumed): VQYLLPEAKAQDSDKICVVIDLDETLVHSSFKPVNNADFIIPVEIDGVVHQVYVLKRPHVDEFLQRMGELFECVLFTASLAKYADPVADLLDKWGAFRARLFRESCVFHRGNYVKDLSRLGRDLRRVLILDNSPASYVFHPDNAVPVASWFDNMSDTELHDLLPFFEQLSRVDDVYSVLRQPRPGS
#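 Test system: SCP-1 phosphatase catalytic domain, residues 76-261; measured by: colorimetric phosphate reagent with accelerator and stabiliser, absorbance at 630 nm; timing: enzyme reaction 45 min at room temperature, colour 5 min, stabilisation 30 min; also added: Phosphorylated 17-residue peptide substrate; compound dosing: one concentration, 20 µM, with 1.0% DMSO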
# NadD block = inhibitors of Staphylococcus aureus NadD. purified NadD enzyme, colorimetric absorbance read-out. inhibition, % at 20 µM. 360,000 compounds, 0.78% hits; in the data active = inhibition above about 26%; note: some compounds past the cut are filed as inactive
# Numbers without * were called inactive; i = inactive; . = not tested or not shown.
nr	Tb MetRS inh	DNMT1 block	LMPTP inh	Rpn11 block	CSN deneddyl inh	MsrA inh	SUMO1 PPI mod	STEP block	Scp1 inh	NadD block	SMILES
1	-0.1	-2	0.0	i	-4	1.3	-5	1	-6	-2	COC(=O)C1=C(C)NC(C)=C(C(=O)OCCN(C)Cc2ccccc2)C1c1cccc([N+](=O)[O-])c1 (stereo not drawn)
2	0.0	2	-0.4	i	0	0.1	2	-6	-5	4	O=C(CC1CCCCC1)Nc1ncn[nH]1
3	0.4	0	2.1	i	-2	-0.1	2	0	-3	-7	Cc1ccc(-c2nnc(-c3ccccc3Br)o2)cc1
4	0.1	0	-0.6	i	-1	0.5	-1	0	-3	-1	Cc1cccc(N2CC(C(=O)Nc3nccs3)CC2=O)c1C (stereo not drawn)
5	0.0	5	-1.0	i	-6	-0.2	1	-1	2	1	O=CN/C=C/c1cccc(O)c1
6	-1.1	1	1.1	i	-4	-0.3	2	0	10	-4	O=c1nc2ccccc2c2n1CC(CN1CCN(c3cccc(Cl)c3)CC1)N2 (stereo not drawn)
7	-0.7	1	0.3	i	1	-1.5	-2	0	-10	0	CCCCCOc1ccccc1C(=O)NCCCC(=O)O
8	-0.9	1	-0.4	i	4	-0.4	-1	-2	-3	-5	CC(C)Nc1nc(NC(C)C)nc(Oc2ccc(/C=N/O)cc2)n1
9	-0.4	-25	-0.9	i	0	2.9	0	5	-4	-2	CC(C)(C)OC(=O)C[C@@H]1C/C=C\C[C@@H](CC(=O)N(CCO)Cc2ccccc2)C(=O)N[C@H](Cc2c[nH]c3ccccc23)COC1=O
10	-0.1	34	6.1	i	2	0.7	8	5	37	2	O=C(N/N=C/c1ccoc1)c1ccccc1O
11	-0.3	-3	0.4	i	2	-0.9	5	0	-3	2	C=CCn1c(SCC(=O)NC2CCS(=O)(=O)C2)nnc1-c1ccc(Cl)cc1 (stereo not drawn)
12	-2.7	-15	0.2	i	-4	.	-4	-2	15	-1	CC(C)(C)NC(=O)C[C@H]1C[C@H](C(=O)N2CCOCC2)[C@@]2(CCC3CCCC3)c3[nH]c4ccc(Cl)cc4c3CCN2C1=O
13	0.4	-2	-1.6	i	-2	0.7	6	-3	7	-2	CC(C)(C)OC(=O)N1CCCN(C(=O)Nc2cccc(Cl)c2)CC1
14	-0.2	4	0.2	i	-1	2.3	-5	-2	-10	13	CCc1nnc(NS(=O)(=O)c2ccc(N=CC3=C(O)CC(C)(C)CC3=O)cc2)s1
15	-0.3	47	-1.4	i	-6	0.6	4	3	-5	-4	Cc1ccc(C(=O)Nc2ccnc(-c3ccncc3)n2)cc1
16	-0.2	0	0.6	i	7	0.4	3	1	-6	-2	C=C(C)c1nc2cc(OC)c(OC)cc2c(=O)o1
17	-0.8	9	0.9	i	10	5.3*	10	-2	6	13	COc1ccc(N(CC(C)C)S(=O)(=O)c2nnc(NC(=O)c3ccco3)s2)cc1
18	-0.2	8	1.4	i	22	2.2	-3	0	-11	-7	COc1ccc(C=CC(=O)c2c(OC)cc(OC)c(OC)c2O)cc1
19	0.1	0	-1.9	i	4	-1.1	2	0	-8	-1	CC(=O)NC(CCS(C)(=O)=O)C(=O)Nc1cccc2ccccc12 (stereo not drawn)
20	0.2	-6	3.7	i	9	-0.9	-1	-1	.	3	CC(C)CC1C(=O)N(Cc2cn(CC3CCCCC3)nn2)CCS(=O)(=O)N1Cc1ccc(-c2ccc(Cl)cc2)cc1 (stereo not drawn)
21	-0.4	2	1.0	i	-6	0.9	0	-1	-3	0	CCCC1(c2ccccc2)NC(=O)N(CC(=O)Nc2cc(C)ccc2OC)C1=O (stereo not drawn)
22	-0.5	0	-0.1	i	1	-0.7	-2	-11	-2	5	Cc1cccc(C(=O)NC2CCN(CC(=O)N3CCOCC3)CC2)c1
23	-1.5	-4	-2.0	i	6	1.3	-24	-1	-2	-3	C/C(CC(=O)Nc1ccc(N(C)C)cc1)=N\NC(=O)c1ccc([N+](=O)[O-])cc1
24	0.0	0	-0.3	i	2	0.1	-1	-2	-2	7	Cc1ccc2c(c1)C1CC(C)(O2)N(c2cccc(C(=O)N3CCN(c4ccccn4)CC3)c2)C(=O)N1 (stereo not drawn)
25	-0.9	3	-0.1	i	-1	0.2	-2	4	-13	-5	CCOC(=O)C(NC(=O)c1ccccc1)(OCc1ccc(F)cc1)C(F)(F)F (stereo not drawn)
26	-0.6	1	-0.9	i	-4	-0.3	-22	-2	-5	-5	COCC(C)NC(=O)CSc1nc2nn(-c3ccccc3)c(=O)c-2c2n1CCCCC2 (stereo not drawn)
27	0.4	1	-0.8	i	0	-0.2	-2	-3	-2	-6	O=C(NCc1ccc2c(c1)OCO2)c1cccs1
28	-0.1	-2	-1.8	i	2	-2.0	-2	-1	-4	-1	COc1ccc(-c2nnn(CC(=O)N(CCCN3CCOCC3)C(C(=O)NC3CCCC3)c3ccco3)n2)cc1 (stereo not drawn)
29	0.3	1	1.0	i	5	0.7	1	2	-7	-3	CC(NC(=O)CSc1cccc(C(F)(F)F)c1)c1ccccc1 (stereo not drawn)
30	-0.5	0	0.4	i	3	-1.8	5	-1	-8	-8	Cc1cccc(N(Cc2ccccc2)C(=O)c2ccc(CS(C)(=O)=O)cc2)c1

# Only SUMO1 PPI mod and Scp1 inh, for four of the compounds above:
No.	Structure	SUMO1 PPI mod	Scp1 inh
24	Cc1ccc2c(c1)C1CC(C)(O2)N(c2cccc(C(=O)N3CCN(c4ccccn4)CC3)c2)C(=O)N1 (stereo not drawn)	-1	-2
25	CCOC(=O)C(NC(=O)c1ccccc1)(OCc1ccc(F)cc1)C(F)(F)F (stereo not drawn)	-2	-13
26	COCC(C)NC(=O)CSc1nc2nn(-c3ccccc3)c(=O)c-2c2n1CCCCC2 (stereo not drawn)	-22	-5
27	O=C(NCc1ccc2c(c1)OCO2)c1cccs1	-2	-2

# Additional records:
nr	Tb MetRS inh	DNMT1 block	LMPTP inh	Rpn11 block	CSN deneddyl inh	MsrA inh	SUMO1 PPI mod	STEP block	Scp1 inh	NadD block	SMILES
31	-0.5	4	-2.0	i	0	-0.2	2	-2	-8	0	CCOc1ccccc1NC(=O)[C@@H](NC(=O)c1ccccc1F)C(C)C
32	-0.1	0	0.6	i	4	-0.6	-5	0	-9	-9	CCc1ccccc1N(CC)C(=O)c1cn(CC)c(=O)c2cc(OC)c(OC)cc12
33	-0.5	-3	0.6	i	3	0.3	9	1	-6	-1	COc1cc2c(cc1OC)CN(C(=O)CCC(=O)c1ccc(F)cc1)CC2
34	-0.5	1	-1.0	i	1	-0.7	-36	0	-2	1	CCn1c(O)c2ccc(C(=O)N=NC(=O)c3ccccc3)cc2c1O
35	-0.6	0	-2.8	i	6	0.5	-2	-2	-9	0	C[C@]12C=CC(=O)C=C1CC[C@@H]1C2[C@@H](O)C[C@@]2(C)C1CC[C@]2(O)C(=O)COC(=O)CCC(=O)O (stereo partly drawn)
36	-0.6	-13	-0.4	i	1	2.4	-15	0	-17	4	Cc1cc(N2C(=O)C(O)=C(C(=O)c3cccs3)C2c2ccc(F)cc2)no1 (stereo not drawn)
37	-0.1	4	-0.4	i	-5	-0.2	6	1	-12	-3	O=C(O)c1ccccc1Cc1ccc2c(c1)CCCC2
38	-0.1	-1	-1.3	i	-1	-1.6	-1	-1	-2	-4	CCOC(=O)C1C(=O)NC(c2ccccc2)=NC1c1ccc(OC)cc1 (stereo not drawn)
39	-2.0	3	-2.4	i	-1	-0.7	-1	-1	-2	2	O=C(CNC(=O)c1ccncc1)N/N=C/c1ccccn1
40	-0.7	5	5.9	i	-9	-0.3	-1	2	-7	-5	COc1cc(/C=C/C(=O)O)ccc1OCc1cnc(Cl)s1
41	-0.1	-2	-1.6	i	3	-0.2	0	-3	-12	0	COC(=O)c1cccc(C(=O)N2CCC(CCC(=O)NCc3ccc(F)cc3)CC2)c1
42	-0.7	0	-1.6	i	1	-0.1	-13	0	-2	-7	O=C(CSc1nnc2ccc(-c3ccncc3)nn12)N1CCCCC1
43	-0.9	-6	4.5	i	0	0.0	3	3	-13	-3	CCOC(=O)c1sc(NC(=O)CSc2nnc(Cc3ccccc3)o2)c(C(=O)OCC)c1C
44	0.2	3	0.6	i	-3	0.6	5	-2	107*	12	Cn1cccc/c1=N\c1cccc[n+]1C
45	-0.5	0	-1.7	i	4	1.7	4	2	33	-1	Cn1c2ccccc2c2nnc(SCC(=O)Nc3cccc(C(=O)O)c3)nc21
46	-1.6	1	0.6	i	0	1.8	0	0	11	-3	Cc1ccc(S(=O)(=O)NCC(=O)N(CC(=O)NCc2ccccc2)CC2CCCO2)cc1 (stereo not drawn)
47	0.1	-2	-0.1	i	2	-0.4	3	-5	-6	0	CCCCNC(=O)n1c(=O)oc2ccc(Cl)cc21
48	0.5	-4	-0.6	i	1	-0.7	2	3	0	2	COCc1nnc(NC(=O)CCc2ccc(OC)cc2)s1
49	-0.9	5	3.6	i	-3	0.7	-9	-1	.	-6	Cc1ccc(CNc2ncnc3ccc(-c4ccc(CO)o4)cc23)o1
50	0.5	-3	1.6	i	-1	-0.1	-7	1	.	-6	CCN(CC)C(=O)c1cccc(-c2csc(C(O)c3cccc(Cl)c3)n2)c1 (stereo not drawn)
51	0.0	-3	-0.8	i	-5	-0.9	-1	-2	-11	-2	CCOC(=O)C1(C(F)(F)F)N=C(c2ccccc2F)OC(N(C)C)=N1 (stereo not drawn)
52	-1.1	6	2.9	i	-14	2.9	4	2	9	1	CCOc1ccc(NC(=O)N2CCN(S(C)(=O)=O)CC2)cc1
53	-0.3	3	0.2	i	-1	-1.2	0	0	-8	1	CCCc1sc(N)nc1-c1ccc(Cl)cc1
54	-0.5	0	-1.2	i	1	0.1	0	-1	9	-7	Cc1ccc(-c2ccc(SCC(=O)NC3CCCCC3)nn2)cc1
55	-0.3	2	-1.4	i	0	-0.8	2	-1	-2	1	COc1ccc(C2C(C(=O)Nc3ccccc3)=C(C)Nc3nc(CCCO)nn32)cc1 (stereo not drawn)
56	0.2	-1	-1.1	i	-3	-1.5	3	-3	-9	-6	CCCNc1nc2c(c(=O)[nH]c(=O)n2C)n1CCOc1ccccc1
57	-0.5	-16	-0.6	i	4	-0.1	3	-2	-4	4	CCCCCn1nc(C)c(/C=N\NC(=O)c2cc(C)oc2C)c1C
58	-0.2	0	-1.9	i	4	-0.2	3	-3	-8	-2	CN(C)c1ncnc2c1ncn2-c1ccccc1

# Screening data from PubChem.
